Assay outcomes: PubChem BioAssay, Broad Institute
Cneo AK release = Cryptococcus neoformans lysis via adenylate kinase release; C. neoformans lysis, adenylate kinase release luminescence, 4 h; normalised: neutral wells 0, clomiphene wells 100; lysis activity, % at 15 µM; 360,000 tested, 0.2% active; AID 651654;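 active means mean lysis activity across replicates of at least 80%, whatever share of replicates individually reach that level; inactive means mean lysis activity below 80%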
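Schedule: static 4 h at 37 °C with compound, 1 h detection; system: C. neoformans cells; benchmarks: Clomiphene as positive control; buffer or medium: fresh YPD medium; measure: luminescence rise reflecting yeast cell lysis; measured by: luminescent adenylate kinase detection reagent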
C2C12 statin = suppression of simvastatin myotoxicity; 330,000 tested, 0.78% active; AID 602340; rescue of ATP level, % at 7.49 µM; C2C12 myotubes + simvastatin, ATP luminescence, 48 h; scaled: DMSO 0, geranylgeraniol control 100;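 active means mean ATP rescue above about 67%, or every replicate alone reaching that limit, limit read from the data, passing the limit was not always enough; inconclusive means no clear call, values can overlap the other calls; inactive means mean under the limit and some replicate under it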;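 further: myotubes were challenged with 10 µM simvastatin during compound exposure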
SIRT5 inh = blocks human SIRT5 desuccinylation of peptide; Q9NXA8; Purified SirT5, succinyl-peptide AMC, trypsin-coupled fluorescence; inhibition, % at 15 µM; 330,000 tested, 1.1% active; in the data active means inhibition above about 15%; inconclusive means no clear call, values can overlap the other calls
Target sequence (Q9NXA8 whole entry, looked up): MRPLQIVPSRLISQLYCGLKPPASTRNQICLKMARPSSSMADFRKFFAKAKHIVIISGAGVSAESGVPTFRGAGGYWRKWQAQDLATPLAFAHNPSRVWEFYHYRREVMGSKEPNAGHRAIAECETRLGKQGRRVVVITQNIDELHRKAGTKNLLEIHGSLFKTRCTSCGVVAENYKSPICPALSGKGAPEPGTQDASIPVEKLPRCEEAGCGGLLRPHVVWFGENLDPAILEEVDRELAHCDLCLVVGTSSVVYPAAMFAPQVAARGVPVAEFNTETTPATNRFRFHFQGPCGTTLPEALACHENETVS
ARNT TACC3 PPI = disruptors of human ARNT/TACC3 interaction | Q9Y6A5 | AlphaScreen His-ARNT PAS-B/GST-TACC3 binding, luminescence; TACC3 fragment carries E629A point mutation | inhibition, % at 9.99 µM | 390,000 tested, 0.66% active;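 active means mean inhibition of replicates at least 50% and at least half of replicates each reaching 50%; inconclusive means half or more replicates reach 50% but mean below 50%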;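 further: 0% = complete ARNT plus TACC3 wells and 100% = ARNT alone without TACC3; many hits fall short of the cut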
miR-122 sensor = inhibitors of miR-122 in Huh7 cells; activation (reporter increase), % at 12.5 µM; 340,000 tested, 0.3% active; Huh7 miR-122 Renilla luciferase sensor, 48 h; neutral wells = 0, positive control = 100;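 active means mean replicate activation score at least 90 and every replicate individually at or above 90; inconclusive means only one of the two criteria met; inactive means neither criterion met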;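 further: higher luciferase means less miR-122 activity so hits act as miR-122 inhibitors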
ERp5 inh = inhibitors of human ERp5; Q15084; 350,000 tested, 0.05% active; ERp5 insulin aggregation, absorbance 650 nm, 90 min; inhibition, % at 9.99 µM;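 active means mean replicate inhibition above about 25%, with every replicate also reaching it, limit read from the data, passing the limit was not always enough; inconclusive means only one of those two criteria met; inactive means neither criterion met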
Target sequence (Q15084 whole entry, looked up): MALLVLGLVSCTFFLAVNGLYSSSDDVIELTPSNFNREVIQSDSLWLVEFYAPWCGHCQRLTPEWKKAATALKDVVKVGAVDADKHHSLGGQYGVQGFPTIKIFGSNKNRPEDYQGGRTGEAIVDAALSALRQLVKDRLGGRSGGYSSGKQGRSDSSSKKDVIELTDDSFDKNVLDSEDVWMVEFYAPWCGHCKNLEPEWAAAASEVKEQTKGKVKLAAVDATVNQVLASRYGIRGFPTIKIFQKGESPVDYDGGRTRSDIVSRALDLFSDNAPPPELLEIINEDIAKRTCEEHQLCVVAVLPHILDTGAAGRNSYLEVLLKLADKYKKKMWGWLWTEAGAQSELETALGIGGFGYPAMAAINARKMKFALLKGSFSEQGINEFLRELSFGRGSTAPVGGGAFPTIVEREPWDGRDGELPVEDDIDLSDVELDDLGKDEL
esBAF inh = blocks esBAF chromatin remodeling in mouse ES cells. reporter increase, % at 12.5 µM. 350,000 tested, 2% active. AID 602393. Bmi1-luciferase knock-in reporter, 24 h; 100% = twice the neutral-well signal; in the data active means activation above about 40%; inconclusive means no clear call, values can overlap the other calls;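 further: 0% = median of the plate's neutral control wells and 100% = double that signal; a rise in the Bmi1 reporter signal indicates esBAF inhibition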
* hit, by the source's call; ? = inconclusive; . = no result given; [ ] = remark or other dose.

SMILES	Cneo AK release	C2C12 statin	SIRT5 inh	ARNT TACC3 PPI	miR-122 sensor	ERp5 inh	esBAF inh
Cc1ccc(S(=O)(=O)N[C@H]2C=C[C@H](CC(=O)NCc3ccc(Cl)c(Cl)c3)O[C@@H]2CO)cc1	1	8	-5	.	.	0	16
C#CCOCCOCCOCCNc1nc(N2CCN(C(=O)[C@H](CCC(=O)O)n3cc([C@@H](N)[C@H](C)CC)nn3)CC2)nc(N2CCN(C(=O)[C@H](CCC(=O)O)n3cc([C@@H](N)CC(N)=O)nn3)CC2)n1	6	8	-2	1	-5	0	-2
CCCCN(C=O)c1c(CC)nc2ccc(C(=O)NCCc3c[nH]c4ccccc34)cn12	0	2	-4	.	0	1	-1
CCOc1ccc(C(CC(=O)O)NC(=O)Cc2ccccc2)cc1OC (configuration not stated)	6	1	-4	-11	-3	0	5
CCOC(=S)SCc1cn2cccc(C)c2n1	.	.	3	7	.	-3	.
Cc1cccc(-c2cc(C(=O)Nc3ccc4c(c3)OCCO4)c3ccccc3n2)c1	1	-16	.	-12	6	.	4
Cn1cnc(S(=O)(=O)N2CCCCN3[C@H](C2)[C@H](c2ccc(-c4ccccc4)cc2)[C@@H]3CO)c1	-1	.	1	-11	18[16.7 µM]	0	.
COC(=O)c1ccc2[nH]cc(CCO)c2c1	1	4	.	-2	3	4	2
COc1cccc(OCC(=O)Nc2c3c(nn2-c2ccccc2)CS(=O)(=O)C3)c1	0	-5	0	1	-2	7	-12
NNC(=O)[C@H](Cc1ccccc1)NC(=O)NCCc1ccccc1	4	-4	-2	-6	0	2	-1
CC(C)(C)c1[nH]ncc1[N+](=O)[O-]	.	.	-7	1	.	-3	.
Cc1cc(NC(=O)c2ccc(C)c(C)c2)no1	-7	4	-7	-4	0	-1	21
CCN(CC(=O)NCc1ccc(F)cc1)C(=O)CN1CCN(c2cc(Cl)ccc2C)CC1	40	-9	-7	7	.	-2	-3
O=C(NCCc1cn2ccccc2n1)c1cc(COc2c(F)cccc2F)on1	1	2	5	-2	8	6	-1
COc1ccc(CN(C)C[C@@H]2Oc3ccc(NS(=O)(=O)c4ccc(F)cc4)cc3C(=O)N([C@@H](C)CO)C[C@@H]2C)cc1	-2	6	1	0	-7[16.7 µM]	2	4
COc1ccc(N2C(=S)N=C(Nc3ccccc3)C23CCCCC3)cc1	.	.	7	-6	.	-91	.
CO[C@@H]1CN(C)C(=O)c2ccc(NC(=O)c3cccc(F)c3)cc2OC[C@@H](C)NC[C@H]1C	-4	3	5	-2	-12[16.7 µM]	0	2
O=[N+]([O-])c1ccc(-c2cccnc2)cc1	0	-3	-1	15	-3	4	-6
C/C(CCc1ccccc1)=N/NC(=O)C(=O)NC(C)c1ccccc1 (configuration not stated)	.	.	-3	1	.	0	.
CCO[C@H]1OC(C(=O)N2CCN(Cc3ccccc3)CC2)=C[C@@H](c2ccccc2)[C@@H]1CCCO	-4	-4	-2	-1	54	5	1
COc1ccc(NC(=O)c2cc3c(=O)n4ccccc4nc3n2C)c(OC)c1	-3	-9	-6	-3	-4	3	14
COc1ccc(S(=O)(=O)Nc2ccc3c(c2)CC(=O)N([C@@H](C)CO)C[C@@H](C)[C@@H](CN(C)S(=O)(=O)c2ccccc2)O3)cc1	9	12	.	7	0[16.7 µM]	.	-1
CCOC(=O)c1c(SCC(=O)Nc2nccs2)nc(C)c(C)c1C	-2	-8	1	.	.	1	50*
Cc1onc(-c2c(Cl)cccc2Cl)c1-c1nnc(-c2ccc(Cl)cc2)o1	-1	24	-1	-2	3	2	0
CCOC(=O)c1ccc(NC(=O)c2nc[nH]c2C(=O)N[C@@H](C)C(=O)OC(C)(C)C)cc1	3	8	.	7	-4	.	-5
O=C(NCCc1ccccc1C(F)(F)F)c1cc(COc2ccccc2)on1	0	-3	-1	.	-2	3	-8
Cc1ccc(C)c(NC(=S)NNC(=O)c2csc(C(C)C)c2)c1	-1	1	.	11	-1	.	27
O=C(CN(C(=O)CNS(=O)(=O)c1ccc(F)cc1)c1cccc(F)c1)NCC1CCCO1 (configuration not stated)	3	5	.	0	-6	2	-1
CCO/C=C1/C(=O)N(Cc2ccccc2)C(=O)c2ccccc21	.	.	26*	25*	.	0	.
Cc1ccc(S(=O)(=O)N2CCCCC2)cc1NC(=O)COC(=O)c1ccc(=O)[nH]c1	-1	-14	-4	-7	2	-1	-5
O=C(NCCN1CCOCC1)c1cc(Cl)ccc1Cl	1	0	-3	-2	.	1	-14
Cc1ccc(Cn2c(=N)c(C(=O)NCc3ccco3)cc3c(=O)n4ccccc4nc32)cc1	0	-24	.	-10	13	.	-9
C/C=C/c1ccc([C@@H]2[C@H]3CN(S(=O)(=O)c4ccc(OC)cc4)CCCCN3[C@H]2CO)cc1	5	9	-2	15	30[16.7 µM]	-7	4
COc1ccc2cc3cc(C(=O)N4CC(C)CC(C)C4)oc3nc2c1 (configuration not stated)	-3	-61	.	9	11	.	58*
CC(C)CN1C(=O)C(=O)N(CC(=O)N2c3ccccc3NC(=O)CC2C)C1=O (configuration not stated)	-2	-14	-2	-5	-4	-3	.
CCN(CC)CCNC(=O)c1ccc(NC(=O)c2cc(S(=O)(=O)N3CCCCC3)ccc2C)cc1	2	-10	-8	-17	-14	-1	-4
C[C@H]1CN([C@@H](C)CO)S(=O)(=O)c2ccc(C#Cc3cccnc3)cc2O[C@H]1CN(C)C(=O)CN(C)C	6	0	5	.	0[16.7 µM]	1	-10
CC1(C)C(=O)Nc2ccccc2N1C(=O)COC(=O)c1cccc(O)c1	1	2	2	-1	-8	-10	-2
Oc1ccc(Cl)cc1N=Cc1sc2ccccc2c1Cl	.	.	4	1	.	-6	.
O=C(NC1CC(=O)N(c2ccc(Cl)cc2)C1)N1CCN(C(=O)c2ccco2)CC1 (configuration not stated)	.	.	-1	-5	.	0	.

Already shown: three of the compounds above.
SMILES	Cneo AK release	C2C12 statin	SIRT5 inh	ARNT TACC3 PPI	miR-122 sensor	ERp5 inh	esBAF inh
CC1(C)C(=O)Nc2ccccc2N1C(=O)COC(=O)c1cccc(O)c1	1	2	2	-1	-8	-10	-2
Oc1ccc(Cl)cc1N=Cc1sc2ccccc2c1Cl	.	.	4	1	.	-6	.
O=C(NC1CC(=O)N(c2ccc(Cl)cc2)C1)N1CCN(C(=O)c2ccco2)CC1 (configuration not stated)	.	.	-1	-5	.	0	.

Continuation.
SMILES	Cneo AK release	C2C12 statin	SIRT5 inh	ARNT TACC3 PPI	miR-122 sensor	ERp5 inh	esBAF inh
CCSc1nc2c(c(-c3ccc(C)o3)c1C#N)CCCC2	-1	-6	.	-14	-2	.	-11
C#CCOCCOCCOCCNc1nc(N2CCOCC2)nc(N2CCN(C(=O)[C@H](CCCCN)n3cc([C@@H](N)C(C)CC)nn3)CC2)n1 (some centres not stated)	-3	12	8	-1	6	6	-5
O=C(NCc1ccc(F)cc1)c1cccc(NC2=NC3CS(=O)(=O)CC3S2)c1 (configuration not stated)	-1	13	1	-3	.	-1	0
C[C@@H]1CN([C@@H](C)CO)C(=O)Cc2cc(NC(=O)CCCCCC(=O)Nc3ccccc3N)ccc2O[C@@H]1CN(C)Cc1ccncc1	-1	-1	4	-6	-5[16.7 µM]	11	3
CNC(=O)COC(=O)c1ccccc1C(=O)c1ccc(Cl)c([N+](=O)[O-])c1	.	.	-2	4	.	5	.
CCOc1ccccc1NC(=O)CSc1nnc(CNC(=O)c2cc(OC)c(OC)c(OC)c2)o1	0	-3	-3	2	0	-1	3
Cc1noc(C)c1NC(=O)Nc1ccc2c(c1)C(=O)N([C@H](C)CO)C[C@H](C)[C@H](CN(C)C(=O)Nc1ccc3c(c1)OCO3)O2	44	2	2	-3	3[16.7 µM]	-6	6
O=C(c1ccc(CS(=O)(=O)c2ccc(Br)cc2)o1)N1CCOCC1	-3	3	.	-11	0	-2	-2
CC(C)CCNC(=O)C(c1cccnc1)N(Cc1ccccc1)C(=O)Cn1nnc2ccccc21 (configuration not stated)	-1	12	.	-7	4	.	-2
C[C@H](CO)N1C[C@H](C)[C@H](CN(C)Cc2ccc(C(=O)O)cc2)Oc2ccc(NS(C)(=O)=O)cc2C1=O	0	-11	2	-16	-2[16.7 µM]	3	-1
CCN(CC)CCN(C(=O)Cn1nnc(-c2ccc(C)o2)n1)C(C(=O)NC(C)(C)C)c1cccs1 (configuration not stated)	.	.	2	5	1	5	.
Cc1cccc(NC(=O)c2cccc(N3C(=O)CCC3=O)c2)c1	2	-7	-5	-1	0	-2	-1
Nc1nc(N)n(-c2ccccc2)c(=Nc2ccccc2)n1	0	5	-1	-3	-4	-2	0
CC1(C(=O)NS(=O)(=O)c2cccc(F)c2)CCN1C(=O)CCc1ccccc1 (configuration not stated)	0	7	-2	.	1	-6	-4
COc1ccc(S(=O)(=O)N2CCC(C(=O)N3CCc4ccccc4C3)CC2)cc1OC	0	14	.	13	-2	.	2
O=C(Nc1cccnc1)c1cccc(S(=O)(=O)N2CCOCC2)c1	.	-5	1	-11	11	0	-3
Cc1ccc(N(Cc2cc3ccccc3[nH]c2=O)C(=O)c2ccco2)c(C)c1	5	14	.	3	-7	.	8
CC=Cc1ccc2n(c1=O)C[C@@H]1[C@@H](CO)[C@H](C(=O)N[C@@H](C)c3ccccc3)N(C(=O)c3ccccn3)[C@H]21 (mixture of isomers)	61	6	3	-1	2[16.7 µM]	14	0
C[C@H]1CN([C@@H](C)CO)C(=O)Cc2cc(NC(=O)NC3CCCCC3)ccc2O[C@H]1CN(C)Cc1ccc(C(F)(F)F)cc1	0	-23	-1	3	7[16.7 µM]	0	-2
Cc1ccc(NC(=O)CSc2nnnn2C)cc1S(=O)(=O)N(C)C	.	.	-5	-8	.	-6	.
CCCNC(=O)Nc1ccc2c(c1)C(=O)N(C)C[C@@H](OC)[C@@H](C)CN(C(=O)C1CCOCC1)[C@@H](C)CO2	-2	6	-2	-12	.	-6	-2
COc1ccc(N=C2S/C(=C\c3cccs3)C(=O)N2CC(C)C)cc1	2	-3	.	-4	-1	.	-4
CN=C(N)NCCC[C@H](N)C(=O)O	-2	6	0	-4	-2	0	1
COc1cc(NC(=O)Nc2cccc(Cl)c2)c(C(=O)O)cc1OC	1	-8	-13	14	2	1	-5
C[C@H](NC(=O)C[C@@H]1CC[C@@H]2[C@H](COC[C@@H](O)CN2C(=O)Nc2cccc(F)c2)O1)c1ccccc1	90*	-17	2	-4	-3[16.7 µM]	0	27
Cc1cc(=O)oc2cc(OCC(=O)OCC(=O)NCc3ccc4c(c3)OCO4)ccc12	3	4	.	-4	-3	.	-7
COc1ccc([Si](C)(C)[C@H]2[C@H](CCO)O[C@@]3(C(=O)N(Cc4ccccc4)c4ccc(N5CCOC5=O)cc43)[C@@H]2C)cc1	7	.	2	.	.	-3	.
Cc1ccc(S(=O)(=O)N2CCN(C(C)C(=O)NCC(C)c3ccccc3)CC2)cc1 (configuration not stated)	0	-2	-2	0	0	-3	17
Cc1ccc2nc(SCc3nnc(-c4ccccc4[N+](=O)[O-])o3)c(C#N)cc2c1	1	-50	2	-5	-11	-9	7
COc1ccc([Si](C)(C)[C@@H]2[C@@H](CCn3cc([C@H](O)c4ccccc4)nn3)O[C@]3(C(=O)N(Cc4cccc(N5CCC5=O)c4)c4ccccc43)[C@H]2C)cc1	-3	.	-3	6	.	2	.
COc1ccccc1CN1CCNC(=O)C1CC(=O)NCc1csc(C)n1 (configuration not stated)	.	.	-5	-2	.	-1	.
COc1ccc(OC)c(/C(C)=N/Nc2ccc(C(=O)O)cc2)c1	-2	-11	1	.	-3	5	?
O=C(CSc1ccc([N+](=O)[O-])cc1)c1ccccc1	.	.	-4	-7	.	0	.
